ER stress rescue = rescue of cells from ER stress-induced death, primary screen, 384-well, CSM14.1, thapsigargin, ATP luminescence (AID 1222) | cellular ATP content (survival), % at 20 µM, or EC50 in µM where a hit was titrated | 190,000 tested, under 10 active | CSM14.1 thapsigargin-induced death rescue, ATP luminescence; higher % means a stronger effect;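 active = EC50 below 50 µM in the dose-response confirmation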;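 also: death triggered by thapsigargin at about 15 µM added after 2 h compound pretreatment; cell ATP read after overnight thapsigargin exposure of roughly 18 to 22 hours; normalized against plate controls of thapsigargin alone and 5% DMSO vehicle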
HEK293 NOD2/NF-kB = NOD2 signaling inhibitors, cell-based, luminescence, uHTS, HEK293 (AID 1566); HEK293 NOD2/NF-kB luciferase reporter, luminescence; higher % means a stronger effect; one-dose inhibition, % at 4 µM; EC50 in µM for titrated hits; 290,000 tested, 0.63% active; also: many of its hits are not listed in these tables
GPR55 beta-arrestin = GPR55 agonists via beta-arrestin recruitment, primary screen, imaging, U2OS cells, beta-arrestin-GFP redistribution (AID 1961); G-protein coupled receptor 55 (Homo sapiens); U2OS GPR55 beta-arrestin-GFP redistribution imaging; higher % means a stronger effect; activation, % at 10 µM, or EC50 in µM where a hit was titrated; 290,000 tested, 0.048% active;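 active = activation above 40% with more than 50 cells counted in the well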;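 also: U2OS osteosarcoma cells stably expressing GPR55 and beta-arrestin-GFP; plate controls were DMSO negative control for no effect and LPI positive control for full effect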
NOD1 NF-kB reporter = NOD1 signaling inhibitors, primary screen, cell-based, luminescence, uHTS (AID 1578); 290,000 tested, 1% active; NOD1-driven NF-kB luciferase reporter cells, luminescence; higher % means a stronger effect; inhibition, % at 4 µM; hits with a dose series show EC50 in µM; in the data active = inhibition mostly above about 36%, no sharp cut-off; inactive = mostly below about 34%;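 also: HEK-293T reporter cells stimulated with the NOD1 agonist gamma-tri-DAP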
NTR1 agonist = agonists of NTR1, primary screen, imaging, U2OS cells, beta-arrestin-GFP, high content (AID 493036); NTR1-U2OS beta-arrestin-GFP spot imaging, agonist mode; activation, % at 20 µM; 330,000 tested, 0.17% active;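 active = activation at or above 40% of the spot to cytoplasm intensity ratio, with at least 20 cells analyzed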;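 also: 0% = DMSO without peptide and 100% = 100 nM NTR1 peptide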
Target sequence (P30989 whole entry, looked up): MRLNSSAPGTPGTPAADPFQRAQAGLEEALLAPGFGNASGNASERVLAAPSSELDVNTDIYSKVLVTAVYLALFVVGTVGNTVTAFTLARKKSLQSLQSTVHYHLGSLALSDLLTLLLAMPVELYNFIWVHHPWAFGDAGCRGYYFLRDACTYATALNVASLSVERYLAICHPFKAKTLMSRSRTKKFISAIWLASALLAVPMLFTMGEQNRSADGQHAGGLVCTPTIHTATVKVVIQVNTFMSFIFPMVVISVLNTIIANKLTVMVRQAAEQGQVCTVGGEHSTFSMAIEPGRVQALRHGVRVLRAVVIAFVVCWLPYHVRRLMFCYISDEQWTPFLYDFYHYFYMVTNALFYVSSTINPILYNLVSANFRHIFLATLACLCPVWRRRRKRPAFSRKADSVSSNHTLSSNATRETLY
KOR beta-arrestin-1 = KOR antagonists, beta-arrestin recruitment, cell-based, luminescence, uHTS (AID 1778); 290,000 tested, 0.091% active; inhibition, % at 10 µM, or IC50 in µM where a hit was titrated; KOR beta-arrestin recruitment, luminescence, antagonist mode; higher % means a stronger effect; Kappa-type opioid receptor (Homo sapiens); also: strong numbers were not always called active
KOR beta-arrestin-2 = KOR agonists, beta-arrestin recruitment, primary screen, cell-based, luminescence, uHTS (AID 1777); Kappa-type opioid receptor (Homo sapiens); 280,000 tested, 0.02% active; one-dose activation, % at 10 µM; EC50 in µM for titrated hits; KOR beta-arrestin recruitment, luminescence; higher % means a stronger effect; in the data active = activation above about 50%, passing the limit was not always enough; also: a part of the inactive calls stands beside numbers as strong as those of hits
Yfh1-depleted yeast = enhancers of respiration in Yfh1-depleted yeast, dose response, Friedreich's ataxia, plus single-dose screen (AID 1465). 220,000 tested, 0.074% active. S. cerevisiae Yfh1-off respiration, WST-1 reduction, 72 h; higher fold induction means a stronger effect. fold induction at 50 µM, or EC50 in µM where a hit was titrated;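 active = fold induction of absorbance versus untreated yeast above a set limit, then at least 30% activation at any dose in follow-up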;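 also: activators that raise dye reduction in frataxin-depleted yeast; strong numbers were not always called active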
TNAP activators = human TNAP enzyme activators, primary screen, biochemical, luminescent, no phosphate acceptor, uHTS (AID 1001). one-dose activation fold at 20 µM; EC50 in µM for titrated hits. purified TNAP, luminescent activation assay, no phosphate acceptor; higher activation fold means a stronger effect. 200,000 tested, 0.03% active. Alkaline phosphatase, tissue-nonspecific isozyme (Homo sapiens); in the data active = activation fold from about 3, or a potency from the dose series; inactive = the rest, 99 in 100 with activation fold below about 1.6; also: many of its hits are not listed in these tables
NTR1 agonist cell count 20 µM = also measured in NTR1 agonist; calls as there; cell count; measured here: cell count, cytotoxicity flag
Numbers without * were called inactive; i = inactive; . = no result given; [ ] = another dose, or the depositor's remark. Rule as the data show it, unless noted: active = inhibition above about 50%; inactive = the rest.

compound,ER stress rescue,HEK293 NOD2/NF-kB,GPR55 beta-arrestin,NOD1 NF-kB reporter,NTR1 agonist,NTR1 agonist cell count 20 µM,KOR beta-arrestin-1,KOR beta-arrestin-2,Yfh1-depleted yeast,TNAP activators
COC(=O)c1ccc(Cl)c(NC(=O)c2ccc(-c3ccccc3)cc2)c1,-0.3%,14%,-0.1%,6%,.,.,-18%,6.0%,i,1.1
C/C(=N/NC(=O)c1ccccn1)c1ccco1,-2.9%,-74%,0.0%,11%,0.4,41,-21%,0.5%,i,1.1
COc1ccc(C(=O)Nc2cc(C(F)(F)F)ccc2-n2cncn2)cc1,0.0%,20%,-0.2%,-1%,1.3,70,-42%,-0.1%,.,1.1
CCC(CC)C1C(C#N)=C(N)Oc2n[nH]c(C)c21 (configuration not stated),-3.5%,-7%,-0.2%,12%,2.6,57,-20%,-5.2%,i,0.8
COc1ccc2cc(/C=N/NC(=O)c3ccc(CN(c4cccc(Cl)c4Cl)S(C)(=O)=O)cc3)c(Cl)nc2c1,-0.4%,3%,-0.2%,9%,6.0,57,20%,1.0%,i,1.1
CCc1cccc(NC(=O)CCCCCC2NC(=O)NC2C)c1 (configuration not stated),-0.1%,1%,-0.3%,7%,1.1,48,17%,-6.0%,i,1.1
COCCN(C(=O)CNC(=O)c1ccco1)C(C(=O)NC1CCCCC1)c1cccnc1 (configuration not stated),.,-2%,0.1%,-33%,0.1,42,2%,1.0%,.,.
CCCCn1c(SCc2ncc(-c3ccccc3)o2)nc2cc(S(N)(=O)=O)ccc21,-1.0%,43%,-0.3%,53%,3.3,85,-15%,3.1%,i,0.9
COc1cc2[nH]c(=O)c(C(=O)NCCCN3CCCCC3)c(O)c2cc1OC,-1.9%,8%,0.2%,-18%,0.0,70,14%,2.3%,i,1
CCNC(=S)N(CCCO)Cc1cc2cc3c(cc2[nH]c1=O)OCCO3,.,0%,0.3%,-5%,-0.3,71,-20%[20 µM],-0.2%,.,.
CC1CCCN(c2nc(N(C)c3ccccc3)nc(N)c2[N+](=O)[O-])C1 (configuration not stated),.,-4%,0.3%,1%,4.7,48,14%,0.1%,i,.
CSCC[C@H](NC(=O)[C@H](Cc1ccccc1)n1c(=O)[nH]c2ccccc2c1=O)C(=O)N[C@@H](Cc1ccccc1)C(=O)O,.,9%,-0.1%,-32%,1.2,85,-39%[20 µM],-3.2%,.,.
Clc1ccc(-c2nnc3n2CCCS3)cc1,-0.7%,-8%,0.0%,-8%,-2.0,93,-21%,0.0%,i,1.1
COc1ccc(CN2CC(C(=O)NCCN3CCN(c4ccccc4F)CC3)CC2=O)cc1 (configuration not stated),-5.6%,-4%,-0.1%,-7%,1.6,43,5%,-1.9%,i,1
Cc1nn(Cc2ccc(Cl)cc2)c2sc(C(=O)O)cc12,1.3%,5%,-0.3%,-11%,-0.4,31,1%,-2.9%,i,1.1

The closing 2 compounds of the section above are carried over, then new ones follow.
compound,ER stress rescue,HEK293 NOD2/NF-kB,GPR55 beta-arrestin,NOD1 NF-kB reporter,NTR1 agonist,NTR1 agonist cell count 20 µM,KOR beta-arrestin-1,KOR beta-arrestin-2,Yfh1-depleted yeast,TNAP activators
COc1ccc(CN2CC(C(=O)NCCN3CCN(c4ccccc4F)CC3)CC2=O)cc1 (configuration not stated),-5.6%,-4%,-0.1%,-7%,1.6,43,5%,-1.9%,i,1
Cc1nn(Cc2ccc(Cl)cc2)c2sc(C(=O)O)cc12,1.3%,5%,-0.3%,-11%,-0.4,31,1%,-2.9%,i,1.1
O=C(Cn1cnc2ccccc2c1=O)NCCC(=O)Nc1ccc(F)cc1,.,13%,0.1%,-48%,0.1,75,-68%,0.2%,.,.
O=C(CNc1ccc(F)cc1)c1ccccc1,1.3%,-80%,-0.1%,-35%,-1.0,89,-11%[20 µM],-8.2%,i,1.1
CCCC(=O)Nc1c(-c2ccc(OC)cc2)c(=O)c2ccccc2n1C,-2.8%,14%,0.0%,13%,3.3,68,-14%,5.4%,i,1
COc1ccc(NC(=O)CCCNC(=O)Cn2cnc3sc4c(c3c2=O)CCCC4)c(OC)c1,.,5%,0.3%,-35%,-1.2,56,-26%,-1.7%,.,.
COc1ccc(C(=O)NCC23C=CC(O2)C2C(=O)N(Cc4ccccc4)C(=O)C23)cc1 (configuration not stated),1.0%,10%,0.1%,13%,0.7,77,-5%,-4.9%,i,1
CC1=CC(C)(C)N2C(=O)C(=O)c3cc(OC(=O)c4ccco4)cc1c32,-2.5%,25%,-0.1%,24%,13,55,-142%[20 µM],.,i,0.9
CCOC(=O)/C(=N/O)C1=NC(C)(C)Cc2cc(C)c(C)cc21,1.7%,-2%,-0.1%,-6%,-0.2,21,-19%[20 µM],.,i,1.1
CCc1c(C(=O)Nc2ncn(Cc3cccc(C)c3)n2)csc1C,-1.2%,4%,-0.2%,-43%,1.7,57,-14%,-1.5%,i,1.1
O=C(CSc1nnc(Nc2ccccc2)s1)NCc1cccs1,-1.6%,3%,-0.2%,-16%,-1.7,68,-5%,-2.5%,i,1.1
COC(=O)c1ccc(N=C2SCC(=O)N2C)cc1,.,12%,0.5%,-12%,1.9,60,-34%[20 µM],-4.3%,.,.
CN1CCN(C(=O)C2CCCN(S(=O)(=O)c3ccc(F)cc3)C2)CC1 (configuration not stated),.,9%,-0.2%,-7%,0.1,52,12%,-0.4%,.,.
CCCCCCCc1c(O)nc(SCCN2CCOCC2)[nH]c1=O,-0.2%,-3%,-0.2%,-31%,0.3,41,-4%,3.2%,i,1.1
CC(NC(=O)c1cccs1)C(c1cccs1)N1CCN(c2ccccc2)CC1 (configuration not stated),1.5%,-21%,0.1%,11%,0.4,43,10%,9.8%,i,1.1
COc1cc(/C=C2\C(=N)N3N=C(S(C)(=O)=O)SC3=NC2=O)ccc1OS(=O)(=O)c1ccccc1,.,-4%,0.3%,-29%,1.5,64,13%,2.6%,.,.
CN1CCN(CCC(=O)Nc2ccc(Br)cc2)CC1,-0.3%,10%,1.1%,-18%,-0.1,40,-17%[20 µM],-5.6%,i,1.1
O=C(/C=C/c1cccs1)Nc1nncs1,.,7%,0.5%,-11%,-0.5,65,20%,0.1%,i,.
Cc1ncsc1CCC(=O)N1CCCC(Nc2ccc(F)c(F)c2)C1 (configuration not stated),.,6%,0.2%,-15%,-0.4,62,17%,0.5%,.,.
Cc1cc(C)n(-c2n[nH]c(C)c2[N+](=O)[O-])n1,-0.6%,20%,0.0%,6%,-0.8,51,-22%[20 µM],.,i,1.1
COc1ccc(NC(=O)c2ccc(NC(=O)COC(=O)CC(NC(=O)c3ccccc3Cl)c3ccccc3)cc2)cc1 (configuration not stated),-0.8%,16%,0.2%,-33%,5.4,62,38%,4.7%,i,1.1
Nc1cc(-c2ccc(Br)cc2)nn1Cc1ccccc1,0.3%,-4%,0.1%,47%*,.,.,22%,0.8%,i,1.1
CC(C(=O)NCC1CCCCC1)N1CCc2ccccc2C1 (configuration not stated),-1.1%,-2%,0.1%,-40%,0.3,28,-10%,-5.0%,i,1
Cc1ccc(CNC(=O)CN(C2CCCCC2)S(C)(=O)=O)cc1,-0.2%,7%,0.0%,-30%,1.9,59,-2%,-2.1%,i,1
CC(C)CCNC(=O)c1cn(C)c2ccc(S(=O)(=O)N3CCCC3)cc2c1=O,.,9%,0.0%,-8%,2.2,50,-14%,5.5%,.,.
COc1ccc(OC)c(/C=N/NC(=O)CCN2CCN(C(c3ccccc3)c3ccccc3)CC2)c1,-0.1%,19%,-0.2%,10%,23,47,-94%,3.4%,i,1
c1cncc(-c2nnc3sc(-c4ccco4)nn23)c1,-0.4%,3%,-0.1%,5%,0.6,92,-48%,-4.2%,i,1.2
CCOC(=O)c1c(C)[nH]c(C(=O)N2CCCC(C(=O)c3ccccc3OC)C2)c1C (configuration not stated),.,2%,0.2%,3%,-0.6,58,-15%,-7.2%,i,.
CC(C)(CNC(=O)CO/N=C1/C=C2CCC3C(C(O)C[C@@]4(C)C3CC[C@]4(O)C(=O)CO)[C@@]2(C)CC1)C(O)C(=O)O (some centres not stated),.,-3%,0.3%,-4%,-0.5,80,-20%,1.1%,.,.
COc1ccc(CNC(=O)C2CCN(S(=O)(=O)c3cccc4cccnc34)CC2)cc1,2.5%,-3%,-0.2%,-4%,-2.1,73,23%,-2.5%,.,1.1
CCOc1cc(/C=N/NC(=O)CCCC(=O)NC2CCCCC2)ccc1O,-1.3%,9%,0.1%,-24%,1.3,40,-29%,8.6%,i,1.1
Cc1ccccc1C1CC(c2ccccc2OC(F)F)Nc2ncnn21 (configuration not stated),-1.7%,2%,0.0%,-16%,0.9,54,27%,-0.4%,i,1
O=C(CCS(=O)(=O)c1ccccc1)NC1CCCC1,.,-14%,0.3%,-36%,0.4,60,-4%,5.8%,.,.
O=C(Cn1cnc2ccccc2c1=O)Nc1ccc(-c2nnc3n2CCCCC3)cc1,4.3%,2%,-0.2%,-13%,1.4,59,-10%,-5.0%,i,1
COC(=O)C1CCN(C(=O)[C@H](C)NC(=O)C2CC(=O)N(c3ccc(F)cc3)C2)CC1 (some centres not stated),.,3%,-0.1%,-14%,0.6,67,14%,0.0%,.,.
COC(=O)C1CSC(C(=O)OC)N1C(=O)CN1CCN(c2ccc(OC)cc2)CC1 (configuration not stated),.,10%,-0.2%,-38%,-1.4,86,-2%,1.1%,i,1.1
CN(CCc1cn[nH]c1)C(=O)CC1C(=O)NCCN1Cc1cccc(Oc2ccccc2)c1 (configuration not stated),-0.5%,14%,-0.1%,-14%,-0.6,87,-28%,4.1%,i,1.1
CCOc1cccc(C(=O)Nc2ccc(S(=O)(=O)Nc3cc(C)on3)cc2)c1,.,7%,1.1%,-2%,-1.9,45,-29%,1.1%,.,.
CC(C)(C)SC(=O)CC1NS(=O)(=O)OC2CCCCC12 (configuration not stated),.,-11%,-0.1%,-17%,1.9,79,-11%[20 µM],-3.8%,.,.
Cc1onc(-c2ccccc2Cl)c1C(=O)N1CCC(C(N)=O)CC1,.,12%,-0.1%,-16%,1.3,61,-18%,-4.4%,.,.
Cc1cc(NC(=O)Cn2nnc3sc4c(c3c2=O)CCC(C(C)(C)C)C4)no1 (configuration not stated),-1.6%,15%,-0.1%,4%,10,38,6%,-0.9%,i,1
N#Cc1c(NC(=O)CSc2nc3c(c(C(F)(F)F)n2)CCc2ccccc2-3)sc2c1CCCC2,-3.5%,-1%,-0.4%,-26%,6.6,64,28%,-2.1%,i,1.1

An excerpt; count on the stated rates, not on these rows.
